aSyn tox rescue: rescues yeast growth from alpha-synuclein toxicity; S. cerevisiae alpha-synuclein toxicity rescue, BacTiter-Glo growth, 24 h; Potency, µM (highest dose often 46.1 µM), inactives show top-dose growth rescue (activation), actives largely listed as activators; 94,000 compounds, 0.02% hits; active means well fitted activation curve with a large enough effect; further: 0% is about no effect
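Growth restoration measured by BacTiter-Glo luminescence after 24 hr at 30 deg C; alpha-synuclein yeast, raffinose-pregrown to mid-log, were added at OD600=0.02 in galactose medium onto pinned compounds.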
An asterisk follows results filed as active; [ ] = remark or other dose. Potency means the concentration at half of the fitted maximal effect. An excerpt; rates above refer to the full screens.

molecule	aSyn tox rescue
Cc1ccc(CNC(=O)C(Cc2ccccc2)n2cccc2)cc1 (configuration not stated)	-48%[inhibitor]
Cc1c(C(=O)O)oc2c1-c1nn(Cc3ccc(Cl)cc3)cc1CC2	16%
CC(NC(=O)c1ccc(Cl)cc1Cl)C(c1ccccc1)N1CCOCC1 (configuration not stated)	9%
COCCn1ccc2c(OCC(=O)Nc3ccccc3F)cccc2c1=O	-2%
O=S(=O)(/C(=C/c1ccc(C(F)(F)F)cc1)c1nc2ccccc2[nH]1)c1ccccc1	4%
Cc1ccc(NC(=O)CN(C)S(=O)(=O)c2cccc3cccnc23)cc1F	8%
Cc1ccc2c(c1)N(CCC(=O)NCc1ccc(F)cc1)C(=O)CO2	-5%
Cc1ccc2nc(COc3cccc(NC(=O)c4ccccc4Cl)c3)cc(=O)n2c1	2%
COc1cccc(CNC(=O)CCC(=O)N2Cc3cccc(OC)c3Oc3ncccc32)c1OC	-3%
Cc1ccsc1CN1CCc2nc(Nc3ccccc3)ncc2C1	-10%
Cc1ccccc1CN1C(=O)C(O)(CC(=O)c2cccc(Br)c2)c2ccccc21 (configuration not stated)	-1%
CCc1cc(CNC(=O)C2CCC(=O)N(Cc3ccccc3F)C2)on1 (configuration not stated)	-4%
O=[N+]([O-])c1ccc(/C=N\N2CCN(Cc3ccccc3Cl)CC2)cc1	-3%
COc1ccc(-c2csc(NC(=O)C3COc4ccccc4O3)n2)cc1OC (configuration not stated)	1%
Cc1cc2nn(-c3ccccc3)nc2cc1NC(=O)COc1ccc(Cl)cc1	3%
O=C(C1CCCCC1)N1CCC2CC1c1cc(N3CCCCC3)ccc12 (configuration not stated)	6%
COc1ccc(C(=O)NCc2ccc3c(c2)CCN3C(=O)c2ccncc2)cc1	-6%
O=C(CCc1ccccc1)OCCOC(=O)CCc1ccccc1	-3%
O=[N+]([O-])c1c(Nc2ccc(O)cc2)cc(Cl)c2nonc12	-27%
COc1ccc(/C(N)=N/OC(=O)c2ccco2)cc1OC	-1%
FC(F)(F)c1cccc(Nc2c3c(nc4ccc(Cl)cc24)CCC3)c1	-36%[inhibitor]
Cc1nc(N2CCCC2)ncc1C(=O)Nc1ccccc1	-3%
O=C1CC(c2ccc(Br)cc2)c2c(ccc3ccccc23)N1 (configuration not stated)	5%
CCOC(=O)c1c(NC(=O)CSc2cn(CCNC(=O)c3ccc(OC)c(OC)c3)c3ccccc23)sc2c1CCCC2	1%
Cc1ccc(CNC(=O)CSCc2ccccc2C)cc1	7%
CC1CCN(CCCNC(=O)CN2C(=O)CSc3ccc(S(=O)(=O)N4CCOCC4)cc32)CC1	2%
Cn1ncc2c(Nc3cccc(Cl)c3)nc(Nc3cccc(Cl)c3)nc21	-66%[inhibitor]
O=C(NNC(=O)c1ccccc1-n1cccc1)c1cccnc1	0%
Cc1cccc2cc(CN(C(=O)c3cccc([N+](=O)[O-])c3)C(C)C)c(=O)[nH]c12	-5%
Cc1sc2ncnc(NCC(O)c3ccccc3)c2c1C (configuration not stated)	8%
CCN(CC)CCNC(=O)c1ccc(NS(=O)(=O)c2ccc3c(c2)OCCO3)cc1	11%
Nc1ccn([C@@H]2O[C@H](CNCc3ccc(N4CCNCC4)cc3)[C@@H](O)[C@H]2O)c(=O)n1	0%
O=C(NCCN1CCN(C(=O)c2cccc(Br)c2)CC1)C(=O)Nc1ccc(Br)cc1	-5%
CCCCC(CC)CNC(=O)CC1Nc2c3ccccc3nc(=S)n2C1=O (configuration not stated)	-16%
CC(=O)Nc1ccc(S(=O)(=O)N2CCN(C(=O)c3ncoc3-c3ccc(C)cc3)CC2)cc1	-3%
CS(=O)(=O)N(CC(=O)NC1CC2CCC1C2)c1ccc(Oc2ccccc2)cc1 (configuration not stated)	8%
Cc1ccc(/C=N/NC(=O)C[n+]2ccccc2)s1	8%
NC(=O)c1nsc(C(=O)N(c2ccccc2)C(C(=O)NC2CCCCC2)c2ccc(O)cc2)c1N (configuration not stated)	-2%
COc1cc(C)c(C(=O)Oc2cc(C)c(C(=O)O)c(O)c2C)c(O)c1C(=O)O	7%
CCOC(=O)Cc1csc(N/N=C/c2cccc([N+](=O)[O-])c2)n1	-14%
Cc1ccc(Cn2c(CNS(=O)(=O)c3c(C)cc(C)cc3C)nc3cccnc32)cc1	8%
Cc1cccc(C)c1NC(=O)c1cccc(C(=O)Nc2c(C)cccc2C)n1	-8%
COc1cc2ccc(C(=O)O)cc2cc1OC	-14%
CC/C(C)=N/Nc1ccc(S(=O)(=O)N2CCCC2)cc1[N+](=O)[O-]	2%
CN(C)c1ccc(CNC(=O)C2CCCN(S(=O)(=O)c3ccc4c(c3)oc(=O)n4C)C2)cc1 (configuration not stated)	1%
Cc1ccc(NC(=O)CCCc2nnc3n(C)c(=O)c4sccc4n23)cc1F	-13%
COc1ccccc1CNC(=O)CCn1nc(C)c2c(C)n(-c3ccccc3)nc2c1=O	-2%
CCC(=O)Nc1ccc(C(=O)COC(=O)CCN2C(=O)C3CC=CCC3C2=O)cc1 (configuration not stated)	0%
CCN1CCCC1CNC(=O)c1ccc(Sc2ccccc2Cl)c([N+](=O)[O-])c1 (configuration not stated)	1%
Cc1cc(Br)ccc1NC(=O)CSc1c2c(nc3ccccc13)CCC2	-3%

(list continues)
molecule	aSyn tox rescue
COc1ccccc1CNC(=O)COC(=O)CCN1C(=O)C2CC=CCC2C1=O (configuration not stated)	-5%
CCCc1nn2c(=O)cc(COC(=O)c3ccc(NC(=O)COc4ccccc4)cc3)nc2s1	-12%
CN(C)CCCN(C(=O)c1nc2ccccc2s1)c1nc2ccc(F)cc2s1	-11%
CC(=O)Nc1ccc(S(=O)(=O)Nc2nc3n(n2)C(c2ccccc2)C=C(c2ccc(Cl)cc2)N3)cc1 (configuration not stated)	-3%
CSCCC(NC(=O)c1ccco1)C(=O)NC1CCCCCC1 (configuration not stated)	2%
CN(CC(=O)Nc1ccccc1Cl)C(=O)COC(=O)c1nc(Cl)ccc1Cl	2%
COC(=O)c1cc(-c2ccc(OC)cc2)on1	-8%
CN1C(=O)CC(C(=O)Nc2ccc(C(=O)O)cc2)SC1=Nc1ccc(Cl)cc1 (configuration not stated)	5%
Cc1cccc(Cn2c(CN3CCC(C(=O)NCCc4ccccc4)CC3)cc3ccccc32)c1	-20%
CCn1nc(C(=O)Nc2cc(Cl)ccc2-n2cncn2)c2ccccc2c1=O	12%
Cc1ccc(C)c(NC(=O)Cn2c(=O)n(CC3CCCO3)c(=O)c3ccccc32)c1 (configuration not stated)	6%
O=C(CSc1nc(=O)n(CCCN2CCOCC2)c2c1CCC2)Nc1cccc(F)c1	-10%
CCC(=O)NCCc1nc2ccccc2n1CC	0%
COc1ccc(S(=O)(=O)N2CCOCC2)cc1NC(=O)CCCSc1ccccc1	5%
COc1ccc2oc(=O)cc(CN3CCN(C(=O)c4ccccc4F)CC3)c2c1	5%
CC1=C(c2ccc(C)c(C)c2)S(=O)(=O)N=C1N1CCN(c2cccc(C(F)(F)F)c2)CC1	-3%
NS(=O)(=O)c1ccc(NC(=O)COc2ncnc3sccc23)cc1	1%
Cc1nn(CCCC(=O)Nc2cccc(C(F)(F)F)c2)c(=O)c2nn(-c3ccccc3)c(C)c12	0%
CCOC(=O)c1c(C)[nH]c(CCC(=O)NCc2ccc(N(C)C)cc2)c1C	0%
COC(=O)C[C@H]1C[C@H]2c3cc(NS(=O)(=O)c4cccc(OC)c4)ccc3O[C@H]2[C@@H](CO)O1	-3%
CC(=O)Oc1ccc(CC(C(=O)O)N2C(=O)c3ccccc3C2=O)cc1 (configuration not stated)	7%
COC(=O)c1ccc(CSc2nncn2N)cc1	-11%
COc1ccc2c(CC(=O)NCc3cccs3)coc2c1	10%
Cc1c(Cl)cccc1NC(=O)N1CCN(C(=O)c2nsc3ccccc23)CC1	-7%
CN(C)C(CNC(=O)c1cc(Br)ccc1Cl)c1ccco1 (configuration not stated)	-2%
c1ccc(-c2noc(CN3CCN(c4cnccn4)CC3)n2)cc1	4%
CCOc1ccc(NC(=O)CN(C)C(=O)Cc2ccc3c(c2)OCCO3)cc1OCC	-7%
Cc1sc(NC(=O)c2cccc(N3C(=O)CCC3=O)c2)nc1-c1ccccc1	3%
COc1ccc(-n2c(SCC(=O)Nc3cc(C(=O)O)ccc3C)nc3ccccc3c2=O)cc1Cl	0%
Cc1ccc(-c2nnc3ccccc3c2C(=O)Nc2cccc(C(F)(F)F)c2)cc1	7%

Entries from the list above with two or more sulfur atoms:
molecule	aSyn tox rescue
CCOC(=O)c1c(NC(=O)CSc2cn(CCNC(=O)c3ccc(OC)c(OC)c3)c3ccccc23)sc2c1CCCC2	1%
CC1CCN(CCCNC(=O)CN2C(=O)CSc3ccc(S(=O)(=O)N4CCOCC4)cc32)CC1	2%
CN(C)CCCN(C(=O)c1nc2ccccc2s1)c1nc2ccc(F)cc2s1	-11%
COc1ccc(S(=O)(=O)N2CCOCC2)cc1NC(=O)CCCSc1ccccc1	5%
NS(=O)(=O)c1ccc(NC(=O)COc2ncnc3sccc23)cc1	1%

The listing picks up; the 4 compounds before the break are reprinted first.
molecule	aSyn tox rescue
CCOc1ccc(NC(=O)CN(C)C(=O)Cc2ccc3c(c2)OCCO3)cc1OCC	-7%
Cc1sc(NC(=O)c2cccc(N3C(=O)CCC3=O)c2)nc1-c1ccccc1	3%
COc1ccc(-n2c(SCC(=O)Nc3cc(C(=O)O)ccc3C)nc3ccccc3c2=O)cc1Cl	0%
Cc1ccc(-c2nnc3ccccc3c2C(=O)Nc2cccc(C(F)(F)F)c2)cc1	7%
COc1cccc(C2CCCCN2Cc2nc(-c3ccc(C)o3)oc2C)c1 (configuration not stated)	2%
Cc1ccc(-c2cc3ncc(C(=O)c4cc(Cl)c(C)cc4O)cn3n2)cc1	-9%
CCOC(=O)c1cccc(NC(=O)c2cc(S(=O)(=O)N3CCCCCC3)cn2C)c1	0%
CCOCCCNC(=O)C1(O)c2cc(Br)ccc2NC(=O)N1c1ccc(CC)cc1 (configuration not stated)	4%
Cc1cn([C@H]2C[C@H](O)[C@@H](CNCC3=Cc4cc(O)ccc4OC3)O2)c(=O)[nH]c1=O	1%
O=C(CSc1nc2ccccc2c(=O)n1-c1ccccc1)c1cccc([N+](=O)[O-])c1	2%
Cn1c(=O)n(CC(=O)O)c(=O)c2c1nc1n2CCCN1c1ccc(Cl)cc1	-15%
CCCc1cc(=O)[nH]c(SCC(=O)Nc2ccc(Br)cc2Br)n1	2%
CCCN(CCC)CCNC(=O)Cn1cnc2sc(C)c(S(=O)(=O)N3CCN(c4ccccc4OC)CC3)c2c1=O	-3%
Cc1ccc(/C=C/c2onc(C)c2S(=O)(=O)N2CCC(C(=O)Nc3ccc(Br)c(C)c3)CC2)cc1	-7%
CC(C)/C=C(/C(=O)c1ccc(Cl)cc1Cl)n1cncn1	5%
Cc1ccc(C)c(C(=O)N2CCC(c3nc4c(nnn4Cc4ccccc4)c(=O)[nH]3)CC2)c1	3%
Cc1ccc(N(C)C(=O)Cn2cc(S(=O)(=O)N3CCCC3)c(S(=O)(=O)N3CCCC3)c2)cc1	2%
Cc1cccc(NC(=O)CSc2nccn2-c2cccc(Cl)c2)c1C	23%
COCCNc1cc(N2CCN(C3CCCCC3)CC2)c2noc3c2c1C(=O)c1ccccc1-3	-7%
O=c1c(C(c2ccc(Br)cc2)c2c(O)nc3n(c2=O)CCCS3)c(O)nc2n1CCCS2	1%
CCn1ccc2cc(S(=O)(=O)N3CCCN(C(=O)Nc4cc(Cl)ccc4C)CC3)ccc21	3%
Cc1cc(NC2CCCC2)n2nc(C)c(-c3ccccc3)c2n1	-6%
CCn1c(C(=O)Nc2ccc(C)cc2C)cc2sc(Cl)cc21	-20%
Cc1ccc(N(CC(=O)NC(C)(C)C)C(=O)CCC(=O)Nc2ccccn2)c(C)c1	-4%
COc1ccc(-n2ncc(C(=O)NCc3ccco3)c2C2CCN(C(=O)OC(C)(C)C)CC2)cc1	3%
Cc1cccn2c(=O)c(/C=N/O)c(N3CCOCC3)nc12	3%
CCN(CC)c1ccc2cc(C#N)c(=O)oc2c1	3%
CCCc1[nH]n(-c2ccc([N+](=O)[O-])cc2)c(=O)c1C(C)=NCc1ccncc1	-28%
O=C(CN1C(=O)NC2(CCc3ccccc32)C1=O)c1ccc(F)cc1 (configuration not stated)	9%
CCc1nn(CC(=O)N2CCCCC2)c(=O)c2cc3sccc3n12	4%
c1ccc(COc2ncnc3c2ncn3CCCNC2CCN(Cc3ccccc3)CC2)cc1	2%
FC(F)Oc1ccc(NC(=S)NCCc2ccccn2)cc1	4%
COc1ccc(Cl)cc1S(=O)(=O)NC1CC(C)(C)NC(C)(C)C1	-3%
CCOC(=O)C1CCN(C(=O)CSc2c3c(nc4ccc(Cl)cc24)CCCC3)CC1	10%
CCOc1ccc(S(=O)(=O)N(C(=O)c2ccncc2)c2ccc3oc(C)c(C(=O)OC)c3c2)cc1	1%
Cc1ccc(C)c(N2C(=O)N(Cc3ccccc3C)c3ccccc3S2(=O)=O)c1	0%
CCCCOc1ccc(C(=O)N2CCN(c3ccc(N4CCOCC4)nn3)CC2)cc1	14%
COc1ccc(Cn2ccnc2SCC(=O)Nc2ccc(F)cc2F)cc1	13%
COc1ccc(-c2nc3c(c(SCC(=O)Nc4cccc(O)c4)n2)Cc2c(CO)cnc(C)c2O3)cc1	-2%
CCc1ccc(N2CCN(C(=O)N3CCOCC3)CC2)cc1	-1%
CCOc1ccc(NC(=O)CN2CCN(c3ccc(F)cc3)CC2)cc1S(=O)(=O)N1CCCC1	-4%
